KCNK9 block: inhibitors of human KCNK9 two-pore domain potassium channel; Q9NPC2; HEK293 KCNK9, FluxOR thallium flux fluorescence; stronger effect = lower value; B-score at 10 µM; 310,000 tested, 1.2% active;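 active = ratio B-score over 3 SD below the library mean, with starting fluorescence within 5 SD of its mean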;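 note: negative B-score means less thallium flux so channel inhibition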
Target sequence (Q9NPC2 whole entry, looked up, the tested form may be a part): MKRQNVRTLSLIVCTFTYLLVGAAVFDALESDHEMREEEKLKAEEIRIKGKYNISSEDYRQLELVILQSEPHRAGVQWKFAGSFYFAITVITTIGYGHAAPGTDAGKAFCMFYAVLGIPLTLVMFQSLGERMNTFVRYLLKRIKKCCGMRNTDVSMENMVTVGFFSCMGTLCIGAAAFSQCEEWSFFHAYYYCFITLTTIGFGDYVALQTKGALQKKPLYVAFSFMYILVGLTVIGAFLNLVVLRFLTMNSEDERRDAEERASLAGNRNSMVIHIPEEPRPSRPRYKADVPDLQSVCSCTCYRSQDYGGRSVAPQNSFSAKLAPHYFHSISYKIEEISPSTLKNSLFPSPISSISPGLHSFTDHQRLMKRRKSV
MrgX1 PAM: human MrgX1 positive allosteric modulation, primary screen; B-score at 10 µM; AID 588675; MrgX1-HEK293, Fluo-4 calcium flux, FDSS; stronger effect = higher value; 310,000 tested, 0.63% active;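 active = plate-corrected calcium response at least 3 library SD above typical, normal starting fluorescence, not activating the receptor alone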;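 note: compound read alongside a low EC10 to EC30 dose of BAM8-22 agonist; peak minus trough fluorescence over baseline measured at the second addition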
RGS4 pot: potentiators or activators of RGS4. HEK293 M3R/inducible RGS4, carbachol calcium flux Fluo4; stronger effect = lower value. B-score at 10 µM. 310,000 tested, 0.92% active. AID 463111;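 active = B-score of the integrated calcium signal more than 4 SD below the library mean, with starting fluorescence not abnormally high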;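 note: negative B-score means reduced calcium response which marks RGS4 activation or potentiation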
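Material: M3R-expressing HEK293 line, RGS4 induced by doxycycline | Schedule: Overnight RGS4 induction, 30 min dye load 37 °C, 20 min compound RT | Measured by: Fluo4 fluorescence kinetic imaging of calcium | Read-out: Integrated calcium ratio converted to B score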
KCNQ1 act: potentiators or activators of human KCNQ1 potassium channel. P51787. CHO-K1 KCNQ1, thallium flux FluxOR fluorescence; stronger effect = higher value. B-score at 10 µM. 310,000 tested, 0.35% active. AID 2648;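 active = fluorescence ratio B-score, a plate-corrected score, at least three library SD, with initial intensity B-score within 5 SD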
Target sequence (P51787 whole entry, looked up): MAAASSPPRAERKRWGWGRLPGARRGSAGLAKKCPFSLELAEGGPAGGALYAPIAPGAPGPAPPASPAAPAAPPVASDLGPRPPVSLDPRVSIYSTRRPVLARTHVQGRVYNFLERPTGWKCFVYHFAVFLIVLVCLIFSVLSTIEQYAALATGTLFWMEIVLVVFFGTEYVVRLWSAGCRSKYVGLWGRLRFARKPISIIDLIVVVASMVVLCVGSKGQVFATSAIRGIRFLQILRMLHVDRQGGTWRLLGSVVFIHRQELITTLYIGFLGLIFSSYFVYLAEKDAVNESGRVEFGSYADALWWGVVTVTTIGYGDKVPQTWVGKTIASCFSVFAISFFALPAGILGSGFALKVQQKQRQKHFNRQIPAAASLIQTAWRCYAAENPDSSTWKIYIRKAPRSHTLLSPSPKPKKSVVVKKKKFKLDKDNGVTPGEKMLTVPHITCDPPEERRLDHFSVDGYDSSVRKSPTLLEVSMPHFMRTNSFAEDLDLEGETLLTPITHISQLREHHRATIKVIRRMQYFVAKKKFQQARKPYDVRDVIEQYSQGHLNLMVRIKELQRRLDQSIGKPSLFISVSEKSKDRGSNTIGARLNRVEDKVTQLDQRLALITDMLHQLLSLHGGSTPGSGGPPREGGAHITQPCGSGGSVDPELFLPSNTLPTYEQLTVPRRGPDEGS
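Doses: Single concentration per compound, DMSO matched to controls | Test system: KCNQ1-transfected CHO-K1 cells | Timing: 90 min dye loading and 20 min compound exposure, both at room temperature | Measured by: Kinetic FluxOR thallium fluorescence, 10-s 1-Hz baseline, 110-s post-stimulus read | Medium: Assay buffer with matched DMSO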
hERG rescue: hERG (human) protection from proarrhythmic block. activation (rescue from dofetilide block), less the hit threshold, % at 10 µM. AID 1511. Q12809. CHO-hERG, FluxOR thallium flux, dofetilide IC70 present. 310,000 tested, 0.51% active;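 active = activation above the mean of controls blocked by dofetilide plus 5 SD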;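 note: thallium influx through hERG after potassium depolarization seen as dye fluorescence rise; in these data hits start at about 4.7%; inactives centre near -7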
KCNQ1 inh: inhibitors of human KCNQ1 potassium channel; B-score at 10 µM; 310,000 tested, 1.3% active; CHO-K1 KCNQ1, FluxOR thallium flux fluorescence; stronger effect = higher value;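 active = compounds whose thallium flux B-score, printed positive for inhibition, exceeds three library SD while starting fluorescence stays within three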;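 note: channel opened by potassium depolarization with thallium stimulus after 20 min compound exposure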
RGS4 inh: human RGS4 inhibition. HEK293 M3R/RGS4 inducible, Fluo-4 calcium flux; stronger effect = higher value; triggered by carbachol at its EC20. P49798. 310,000 tested, 0.45% active. AID 463165. B-score at 10 µM;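 active = B-score, a plate-corrected calcium signal, over three deviations above library mean, with baseline fluorescence within five deviations of library mean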;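 note: RGS4 expression induced by doxycycline in cells with stable M3 receptor; B-score is computed from the integrated fluorescence ratio over baseline after carbachol; higher B-score means a larger calcium signal and so more RGS4 inhibition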
MrgX1 agonist: human MrgX1 receptor agonism, primary screen; Q96LB2; MrgX1-HEK293 cells, Fluo-4 calcium fluorescence, agonist mode; stronger effect = higher value; B-score at 10 µM; 310,000 tested, 0.44% active; AID 588627;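 active = calcium response B-score plate-corrected fluorescence ratio at least 3 library SD, with starting fluorescence B-score inside 5 SD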
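System: HEK293 cells stably expressing human MrgX1 receptor; Dosing: test compound in the initial addition of three; Schedule: overnight plating, then 30 min 37 °C plus 30 min room-temperature dye loading; Detection: kinetic calcium dye fluorescence, Fluo-4 NW; Controls: per-plate positive and negative controls for Z′ factor.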
KCNK3 block: human KCNK3 channel inhibition, primary screen. O14649. CHO-KCNK3 thallium flux, FluxOR fluorescence; stronger effect = lower value. B-score at 10 µM. 340,000 tested, 0.84% active;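 active = B-score under library mean minus 4 SD, starting fluorescence ratio at most library mean plus 5 SD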;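 note: more negative B-score means stronger inhibition of thallium flux through KCNK3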
TMEM16A inh: inhibitors of mouse TMEM16A calcium-activated chloride channel. Q8BHY3. 310,000 tested, 1.2% active. HEK293 TMEM16A/YFP iodide influx fluorescence, ionomycin. normalized B-score (activity score, 25-100; higher = stronger inhibition) at 10 µM;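 active = ratio plate-corrected score three or more library SD toward inhibition, starting fluorescence score within five deviations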;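 note: score derived from kinetic fluorescence span divided by baseline fluorescence per well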
ANO1 activ: mouse TMEM16A channel activation, primary screen; Q8BHY3; HEK293 TMEM16A/YFP-H148Q/I152L, iodide quench fluorescence; stronger effect = lower value; B-score at 10 µM; 340,000 tested, 0.3% active; AID 623877;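 active = fluorescence-ratio B-score plate-corrected deviation score at least 3 library SD below zero, with starting fluorescence score within 5 deviations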;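 note: channel opened by trigger with iodide after compound preincubation; score built on the fluorescence ratio of max minus min over baseline; more negative score means more quench and so TMEM16A activation or potentiation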
* marks the source's active call; other numbers are inactive results; i = inactive; nt = no result given.

SMILES	KCNK9 block	MrgX1 PAM	RGS4 pot	KCNQ1 act	hERG rescue	KCNQ1 inh	RGS4 inh	MrgX1 agonist	KCNK3 block	TMEM16A inh	ANO1 activ
COc1ccc(OCc2cc(C(=O)NC(C)c3csc(C)n3)no2)c(Cl)c1 (centres undefined)	i	i	i	i	-10	i	i	i	i	i	i
c1cncc(-c2nc(NCCCn3ccnc3)c3ccccc3n2)c1	i	i	-7*	i	-6	i	i	i	i	i	i
Cc1ccc(C2Oc3ccccc3C3=C2C(c2cccs2)n2ncnc2N3)cc1 (centres undefined)	i	i	-7.3*	i	-5	i	i	i	i	i	i
O=C(NCc1ccccn1)c1ccc([N+](=O)[O-])cc1	i	i	i	i	-10	i	i	i	i	i	i
COC(=O)C1=C(C)NC(=S)NC1c1ccc(-c2cc(Cl)ccc2Cl)o1 (centres undefined)	i	i	i	i	-13	i	i	i	-8.9*	i	i
COc1nn(-c2nc(-c3ccccc3)cc(C(F)(F)F)n2)cc1[N+](=O)[O-]	i	i	i	i	-12	i	i	i	i	i	i
O=C(COC(=O)Cc1cccs1)NCc1ccc(F)cc1	i	i	i	i	-15	i	i	i	i	i	i
CC[C@@H](C)[C@H](CN[C@H](CNC)[C@@H](C)O)NCCc1ccc(OC)cc1	i	i	i	i	-9	i	i	i	i	i	i
Cn1c(NC(=O)/C=C/c2ccc(Cl)c(Cl)c2)cc(=O)n(C)c1=O	i	i	i	i	-8	i	i	i	i	i	i
O=C(NCCN=C1NS(=O)(=O)c2ccccc21)c1ccc2nccnc2c1	i	i	i	i	-7	i	i	i	i	i	i
O=C(CN1CCN(c2ccc(O)cc2)CC1)Nc1ccc(SC(F)F)cc1	i	i	i	i	-16	i	i	i	i	i	i
C=CCOC(=O)C1=C(C)NC(=S)C(C#N)(CC=C)C1c1ccccc1Cl (centres undefined)	i	i	i	i	-9	i	i	i	i	i	i
CCOC(=O)Cc1csc(NC(=O)c2c(C)noc2C)n1	i	i	i	i	-3	i	i	i	i	i	i
CCc1n[nH]c(=S)n1/N=C/c1ccc(N(C)c2ccccc2)cc1	i	i	i	i	-14	i	i	i	i	i	i
CSc1nc2cc(S(=O)(=O)N3CCCCC3)ccc2s1	i	nt	i	i	-10	i	i	nt	i	nt	i
CCCC(c1nnnn1CCc1ccccc1)N1CCN(C(=O)c2ccco2)CC1 (centres undefined)	i	i	i	i	-2	i	i	i	i	i	i
O=[N+]([O-])c1ccc(N2N=C(c3ccccc3)CC2c2ccccc2O)cc1 (centres undefined)	i	i	-9.3*	i	-7	i	i	i	i	i	i
CC(C)(C)c1ccc(O)c(N=Cc2cc(Br)ccc2O)c1	i	i	i	i	-4	i	i	i	i	i	i
CC1(C)CC(=O)C(CC2=C(O)CC(C)(C)CC2=O)=C(O)C1	i	i	i	i	-10	i	i	i	i	i	i
CC1(C)CCC[C@]2(C)C(CS(=O)c3ccccc3)=C(C=O)CC[C@@H]12 (some centres undefined)	i	i	i	i	-8	i	i	i	i	i	i
O=C(Oc1cccc(C(=S)N2CCOCC2)c1)c1cccc(Cl)c1	i	i	i	i	-7	i	i	i	i	i	i
CCOC(=O)N1CCN(C(=O)c2ccc(CN(c3ccccc3)S(C)(=O)=O)cc2)CC1	i	i	i	i	-10	i	i	i	i	i	i
Cn1c(C(C)(O)C(O)c2ccccc2)nc2ccccc21 (centres undefined)	i	i	i	i	-8	i	i	i	nt	i	nt
CCCC(=O)NC(=S)Nc1cccc(C(C)=O)c1	i	i	i	i	-14	i	i	i	i	i	i
Cc1cc(C(=O)CSc2nnnn2C)c(C)n1-c1ccc2c(c1)OCCO2	i	i	i	i	-12	i	i	i	i	i	i
COc1c(/C=N/NS(=O)(=O)c2ccc(C)cc2)c(CCN(C)C(C)=O)cc2c1OCO2	i	i	i	i	-11	i	i	i	i	i	i
Cc1cccn2c(=O)c(/C=N/O)c(Nc3ccccc3F)nc12	i	i	i	i	-8	i	i	i	i	i	i
CCOC(=O)N1CCN(c2c(-c3ccc(C)c(C)c3)c(=O)c2=O)CC1	i	i	i	i	1	i	i	i	i	i	i
CCOC(=O)C(C#N)C(c1cccnc1)c1c(C)[nH][nH]c1=O (centres undefined)	i	i	i	i	-6	i	i	i	i	i	i
CC(C)C(NC(=O)c1ccc([N+](=O)[O-])cc1Cl)C(=O)N1CCCC1 (centres undefined)	i	i	i	i	-8	i	i	i	i	i	i
COc1ccc(CNC(=O)C(OC(=O)c2ccco2)c2ccc(F)cc2)cc1 (centres undefined)	i	i	i	i	-11	i	i	i	i	i	i
CCN(CC(=O)Nc1ccc(OC)cc1)C(=O)c1cc(-c2cccs2)nn1-c1ccccc1	i	i	i	i	-18	i	i	i	i	i	i
Cc1ccc(-n2c(=O)c3cc4c(=O)n(-c5ccc(C)c(C)c5)c(=O)c4c(C(=O)c4ccc(C(=O)O)cc4)c3c2=O)cc1C	i	i	i	i	-4	i	i	i	i	i	i
CC(=O)N1c2ccc(S(=O)(=O)N3CCCC3C(=O)Nc3cccc(F)c3)cc2CC1C (centres undefined)	i	i	i	i	-7	i	i	i	i	i	i
O=c1c2ccccc2nnn1CSc1ccc2ccccc2n1	i	i	i	i	-3	i	i	i	i	i	i
O=C(CC1NC(=S)NC1=O)c1ccc(Cl)cc1 (centres undefined)	i	i	i	i	-11	i	i	i	i	i	i
C=CCC(COCc1ccccc1)NS(=O)(=O)c1ccccc1Br (centres undefined)	i	i	i	i	-9	i	i	i	i	i	i
Cc1cc(NC(=O)C(C)SCC(=O)N(C)CC(=O)Nc2ccccc2Br)no1 (centres undefined)	i	i	i	i	-11	i	i	i	i	i	i
CCc1cc(=O)oc2c(C)c(O)c(CN3CCCCC3)cc12	i	i	i	i	-12	i	i	i	i	i	i
COc1ccc2nc(SCC(=O)N(C)C3CCCCC3)c(C#N)cc2c1	i	i	i	i	-9	i	i	i	i	i	i
CCCS(=O)(=O)c1ncc(Cl)c(C(=O)Nc2ccc(S(=O)(=O)Nc3ncccn3)cc2)n1	i	i	i	i	-8	i	i	i	i	i	i
CCCC(=O)Nc1cc(OCC)c(NC(=O)NC2CCCCC2)cc1OCC	i	i	i	i	-5	i	i	i	i	i	i
Cc1cc(C(F)F)nn1CC(=O)NCc1ccco1	i	i	i	i	-1	i	i	i	i	i	i
COc1cc(C(=O)C(=O)c2cc(OC)c(O)c(OC)c2)cc(OC)c1O	i	i	i	i	-1	i	i	i	i	i	i
COc1cc(-c2nc3ccccc3s2)ccc1O	i	i	i	i	-6	i	i	i	i	i	i
O=C1OC2(c3ccccc3)C3CCCC2C13	i	i	i	i	-21	i	i	i	i	i	i
COC(=O)C(C)n1cnc2c(nnn2-c2ccccc2)c1=O (centres undefined)	i	i	i	i	-4	i	i	i	i	i	i
COc1cc(-c2nnc(NC(=O)c3ccc(S(=O)(=O)N4CCOCC4)cc3)o2)cc(OC)c1OC	i	i	i	i	-4	i	i	i	nt	i	nt
CCCCCCCCSc1nnc2[nH]c(=O)cc(N)n12	i	i	i	i	-7	i	i	i	i	i	i
CCSc1ccc2c(c1)N(CCCN1CCN(C)CC1)c1ccccc1S2	nt	i	nt	nt	nt	nt	nt	i	i	i	i
CCn1c(SCC(=O)OCC(=O)N2c3ccccc3NC(=O)C2(C)C)nnc1-c1ccco1	i	i	i	i	7.0*	i	i	i	i	i	i
COc1ccc(-c2oc3ccccc3c2C(=O)OCc2ccccc2OC)cc1	i	i	i	i	-7	i	i	i	i	i	i
CN(c1ccccc1)S(=O)(=O)c1ccc(NC(=O)c2ccc(F)cc2)cc1	i	i	i	i	-3	7*	i	i	i	i	i
COc1ccc(NC(=O)Nc2ccc3c(c2)CCC3)c(OC)c1	i	i	i	i	-5	i	i	i	i	i	i
CC(C)N(CCNC(=O)c1ccc(NC2=NC3CS(=O)(=O)CC3S2)cc1)Cc1ccco1 (centres undefined)	i	i	i	i	-11	i	i	i	i	i	i
Cc1cc(O)c(-c2n[nH]c3c2C(c2cccc(O)c2)N(Cc2cccnc2)C3=O)cc1Cl (centres undefined)	i	i	i	i	-5	i	i	i	i	i	i
O=C1CCCCC1S(=O)(=O)c1ccccc1 (centres undefined)	i	i	i	i	-10	i	i	i	i	i	i
Cc1ccc(NC(=O)N2CCCCC2)cc1[N+](=O)[O-]	i	i	i	i	-6	i	i	i	i	i	i
COC(=O)c1ccccc1-c1ccc(C(c2c(C)[nH][nH]c2=O)c2c(C)[nH][nH]c2=O)o1	i	i	i	i	-9	i	i	i	i	i	i
OCCN=C1CCCc2c1[nH]c1ccc(Cl)cc21	i	i	i	i	-14	i	i	i	i	i	i

(continued)
SMILES	KCNK9 block	MrgX1 PAM	RGS4 pot	KCNQ1 act	hERG rescue	KCNQ1 inh	RGS4 inh	MrgX1 agonist	KCNK3 block	TMEM16A inh	ANO1 activ
CNc1nc(N/N=C/c2cc3c(cc2[N+](=O)[O-])OCO3)nc(Nc2ccccc2)n1	i	i	i	i	-10	i	i	i	i	i	i
CCOc1ccc(Nc2ncnc3c2nnn3Cc2ccccc2)cc1	i	i	i	i	-4	i	i	i	i	i	i
CC(C)CCN1CCN(Cc2ccc(N3CCNC3=O)cc2)CC1CCO (centres undefined)	i	i	i	i	-11	i	i	i	i	i	i
O=c1cc(-c2ccc(Cl)cc2)oc(=O)[nH]1	i	i	i	i	-5	i	i	i	i	i	i
Cc1ccccc1NC(=O)c1ccno1	i	i	i	i	-4	i	i	i	i	i	i

3 records picked at random from the list so far, as already listed:
SMILES	KCNK9 block	MrgX1 PAM	RGS4 pot	KCNQ1 act	hERG rescue	KCNQ1 inh	RGS4 inh	MrgX1 agonist	KCNK3 block	TMEM16A inh	ANO1 activ
Cc1ccccc1NC(=O)c1ccno1	i	i	i	i	-4	i	i	i	i	i	i
CNc1nc(N/N=C/c2cc3c(cc2[N+](=O)[O-])OCO3)nc(Nc2ccccc2)n1	i	i	i	i	-10	i	i	i	i	i	i
CC(C)CCN1CCN(Cc2ccc(N3CCNC3=O)cc2)CC1CCO (centres undefined)	i	i	i	i	-11	i	i	i	i	i	i

Screening results from PubChem.
